Source: PubChem (several laboratories)
PLC-gamma1 inh: PLC-gamma1 enzyme inhibitors, primary screen, biochemical, fluorescence, purified enzyme; inhibition, % at 12.2 µM; AID 720700, 2013; fluorogenic substrate; hit rate 0.84% among 370,000; in the data active = inhibition above about 9.5%
UHRF1 binding: UHRF1 methylated DNA binding inhibitors, primary screen, counter-screen for MBD2 inhibitor project, biochemical, TR-FRET, human UHRF1, single concentration; E3 ubiquitin-protein ligase UHRF1 (Homo sapiens), Q96T88; UHRF1 binding to methylated oligo; inhibition, % at 4.4 µM; hit rate 0.75% among 370,000; AID 687016, 2013; in the data active = inhibition above about 21%;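 also: UHRF1 SRA domain binding a hemimethylated CpG hairpin DNA probe; 0% = median of test compound wells and 100% = reference inhibitor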
Target sequence (Q96T88 whole entry, looked up, the tested form may be a part): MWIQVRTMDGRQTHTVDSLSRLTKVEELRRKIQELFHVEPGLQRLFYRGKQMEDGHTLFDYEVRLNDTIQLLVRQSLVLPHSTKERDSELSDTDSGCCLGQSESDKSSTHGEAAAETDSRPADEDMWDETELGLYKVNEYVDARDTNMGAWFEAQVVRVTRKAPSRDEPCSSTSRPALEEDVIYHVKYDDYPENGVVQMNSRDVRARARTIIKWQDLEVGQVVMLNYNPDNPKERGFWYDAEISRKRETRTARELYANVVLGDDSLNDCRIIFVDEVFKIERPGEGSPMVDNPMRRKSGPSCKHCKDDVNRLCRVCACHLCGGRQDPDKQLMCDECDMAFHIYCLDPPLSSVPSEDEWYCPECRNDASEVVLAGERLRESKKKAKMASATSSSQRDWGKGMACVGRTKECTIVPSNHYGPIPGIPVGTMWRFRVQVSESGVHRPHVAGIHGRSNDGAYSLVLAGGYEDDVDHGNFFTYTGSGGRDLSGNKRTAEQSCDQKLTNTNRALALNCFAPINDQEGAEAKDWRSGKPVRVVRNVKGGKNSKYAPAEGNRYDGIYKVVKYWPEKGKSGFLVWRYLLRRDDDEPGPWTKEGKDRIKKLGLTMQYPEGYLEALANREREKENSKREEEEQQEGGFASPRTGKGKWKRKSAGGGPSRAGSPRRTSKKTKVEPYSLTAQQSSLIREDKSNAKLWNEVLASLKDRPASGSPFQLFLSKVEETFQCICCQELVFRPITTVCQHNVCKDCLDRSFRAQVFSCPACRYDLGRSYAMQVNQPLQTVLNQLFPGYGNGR
ARFGAP1 inhibitor: inhibitors of rat ARFGAP1 GAP activity, primary screen, biochemical, fluorescence polarization, GDP tracer | AID 651572, 2012 | hit rate 0.26% among 360,000 | ADP-ribosylation factor GTPase-activating protein 1 (Rattus norvegicus), Q62848 | inhibition, % at 16.5 µM | Arfgap1-stimulated ARF1 GTP hydrolysis, GDP FP detection;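 active = inhibition above a per-plate limit, mean inhibition of low control wells plus 3 SD, cut at about 25% in these data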;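 also: 0% = DMSO wells with enzyme and 100% = wells lacking Arfgap1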
Target sequence (Q62848 1-136 limits assumed): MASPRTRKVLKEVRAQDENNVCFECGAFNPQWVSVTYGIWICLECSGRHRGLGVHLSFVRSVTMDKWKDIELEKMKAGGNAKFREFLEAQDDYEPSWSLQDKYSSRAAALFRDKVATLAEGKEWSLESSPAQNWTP
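Assay system: purified rat His6-Arfgap1 residues 1-136 (GAP domain); Reagent: human Δ17 ARF1 bound to GTP; Dosing: 16.5 µM single point, 1.26% DMSO; Times: GTP hydrolysis reaction 2 h at 25 °C; Signal: FP, GDP Alexa 633 tracer displaced from anti-GDP antibody, 620/688 nm; Measure: % inhibition from polarization.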
Rev-erbA mod: modulators of Rev-erb alpha DNA binding, primary screen, biochemical, FITC-DNA, fluorescence polarization, uHTS; Nuclear receptor subfamily 1 group D member 1 (Homo sapiens), P20393; Rev-erbα–FITC-DNA binding, 90 min; activity, % at 10 µM; hit rate 0.79% among 370,000;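 active = activity above about 14%, limit read from the data; passing the limit was not always enough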;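 also: 0% = DMSO wells with 35 nM protein and 100% = DMSO wells with 750 nM protein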
ASAP1 GAP inh: inhibitors of human ASAP1 ArfGAP activity, primary screen, biochemical, fluorescence polarization | Arf-GAP with SH3 domain, ANK repeat and PH domain-containing protein 1 (Homo sapiens), … | ASAP1-stimulated ARF1 GTP hydrolysis, GDP FP detection | inhibition, % at 16.5 µM | hit rate 0.19% among 360,000; in the data active = inhibition above about 25%;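 also: 0% = vehicle with enzyme and substrate and 100% = no enzyme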
Tn6 DDE FP: inhibitors of Tn6 peptide binding to fibrin DD(E), primary screen, biochemical, fluorescence polarization, human fibrin, Tn6 probe; Fibrin DD(E) TRITC-Tn6 fluorescence polarization displacement; inhibition, % at 8.3 µM; hit rate 0.21% among 370,000;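 active = inhibition above a per-campaign cutoff: mean of compounds within control limits plus 3 SD, cut at about 15% in these data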;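 also: 0% = median of all compound wells on the plate and 100% = blocking peptide control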
Tn7 DDE FP: inhibitors of Tn7 peptide binding to fibrin DD(E), primary screen, biochemical, fluorescence polarization, human fibrin, Tn7 probe. FP displacement of FITC-Tn7 peptide from fibrin DD(E); 0% = median of compound wells per plate. inhibition, % at 8.3 µM. hit rate 0.13% among 370,000. AID 720508, 2013. Fibrinogen beta chain (Homo sapiens), P02675;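 active = inhibition above the mean of compounds falling within the control limits plus 3 SD of them, cut at about 14% in these data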;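 also: 0% = plate median of compound wells and 100% = 10 µM Aha-Tn7 peptide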
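system = human fibrin DD(E) protein | quantity = DD(E) 2 µM final | medium = Tris/NaCl/CaCl2 buffer, pH 7.8 | also added = labelled Tn7 tracer, 0.1 µM | compound dosing = single point at 8.3 µM | timing = compound with protein 10 min, then 3 h after probe, room temperature | signal = FP measurement | benchmarks = Aha-Tn7 high control | repeats = one replicate per compound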
PLCb3 inh: human PLC-beta3 inhibitors, primary screen, biochemical, fluorescence | 1-phosphatidylinositol 4,5-bisphosphate phosphodiesterase beta-3 (Homo sapiens), Q01970 | Purified PLC-beta3, fluorogenic substrate | inhibition, % at 12.2 µM | hit rate 0.18% among 370,000; in the data active = inhibition above about 11%;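 also: 0% = median of compound wells on plate and 100% = full blocker control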
proKLK7 act: proKLK7 zymogen activators, primary screen, biochemical, fluorescence intensity; Kallikrein-7 (Homo sapiens), P49862; purified proKLK7, EDANS-DABCYL substrate fluorescence; 100% is mature enzyme control, 0% vehicle; activation, % at 7 µM; hit rate 0.9% among 370,000; AID 652039, 2013;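 active = activation above the mean of all tested compounds plus 3 SD, computed per campaign excluding outliers beyond control limits, cut at about 13% in these data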
HGIII-sPLA2 inh: human group III sPLA2 inhibitors, primary screen, biochemical, QFRET, BODIPY PC-A2 liposome substrate; Group 3 secretory phospholipase A2 (Homo sapiens), Q9NZ20; QFRET BODIPY PC-A2 liposome hydrolysis, fluorescence; inhibition, % at 12.2 µM; hit rate 0.56% among 370,000;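 active = inhibition above mean plus 3 SD of compounds lying within the high and low control bounds, cut at about 19% in these data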;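 also: 0% = median of test compound wells and 100% = no enzyme DMSO wells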
The depositor's hits bear a star. Compounds were not picked by outcome. Share with any hit: about 4.5%.

SMILES	PLC-gamma1 inh	UHRF1 binding	ARFGAP1 inhibitor	Rev-erbA mod	ASAP1 GAP inh	Tn6 DDE FP	Tn7 DDE FP	PLCb3 inh	proKLK7 act	HGIII-sPLA2 inh
C=CCNC(=S)N1CCN(S(=O)(=O)c2ccc(C)cc2)CC1	2	1	6	-2	-2	-3	-5	-3	0.4	7
COc1cccc(CNC(=O)C2CCN(Cc3cnn(-c4ccccc4)c3-n3cccc3)CC2)c1	9.7*	6	12	4	-4	-2	-2	5	-0.2	-17
O=C(COc1nsnc1N1CCOCC1)Nc1ccccc1Cl	-2	4	9	-3	1	5	1	-9	-0.5	8
NS(=O)(=O)c1ccc(CNC(=O)c2ccc3c(c2)OCO3)cc1	0	0	4	1	-4	2	0	-8	0.1	12
CC1=NN(c2cccc(C(=O)O)c2)C(=O)/C1=C\C=C\c1ccco1	23*	94*	11	-19	-2	-6	-4	8	0.1	-19
CC1(Oc2cccc(C#N)c2)CCN(Cc2csc3ccccc23)C1 (centres undefined)	-4	9	-4	8	-17	4	3	-4	0.1	16
CCC(=O)c1ccc(OCC(=O)OCC(=O)Nc2sccc2C(N)=O)cc1	2	-3	-12	-2	1	-7	0	-13	-0.1	-1
C/C(=N\NS(=O)(=O)c1ccc(Cl)c([N+](=O)[O-])c1)c1cc2ccccc2o1	2	7	6	2	10	-10	-9	1	-0.5	1
CCOC(=O)CNC(=O)Nc1ccccc1C(=O)OC	1	0	14	0	13	3	-3	3	-1.4	-1
CCCc1nc(NCc2ccco2)c(C#N)c2c1COC(C)(C)C2	-3	2	-10	12	-2	-4	2	-6	-0.4	3
Cn1c(=O)n(C)c2cc(S(=O)(=O)O)ccc21	-2	-1	4	1	-7	-7	3	-1	-0.5	-4
Cc1ccc(C(=O)N2CCCCC2C(=O)O)o1 (centres undefined)	-4	-1	7	1	2	-4	-4	-4	0.3	-2
COc1cc(/C=C/c2nc3ccccc3c(=O)[nH]2)cc(Br)c1O	-59	2	-5	-24	0	-7	-7	-98	0.0	12
COc1ccc(NC(=O)c2ccc(OCc3c(C)noc3C)c(OC)c2)cn1	0	-1	4	3	-3	1	-5	-7	-0.1	4
COc1cccc(CNC(=O)C2CCN(S(=O)(=O)c3cnc[nH]3)CC2)c1	-3	0	9	-8	-4	-1	-7	-2	0.3	-4
COc1ccc(-n2cc(CNCC3CCOCC3)c(-c3cccc(F)c3)n2)cc1	2	0	4	-5	-17	4	-3	1	-0.2	-9
Cc1nn(C)c(C(=O)NNC(=O)NC2CCCCC2)c1Cl	0	-1	2	-3	2	1	-4	-6	0.0	4
Cc1ccc(NC(=O)c2ccc(NS(=O)(=O)/C=C/c3ccccc3)cc2)nc1	2	-3	0	3	5	-4	2	-6	0.5	-41
c1ccc(CSc2ccc(-c3cccs3)nn2)nc1	2	-3	2	5	7	2	-1	-8	-0.2	-3
CCN(CC)CCCNS(=O)(=O)c1ccc(OC)cc1	4	-1	-13	-1	-10	2	1	4	0.0	-3
Cc1ccccc1-c1nnn(CC(=O)c2ccc(S(=O)(=O)N3CCCC3)cc2)n1	-1	-2	-1	0	-5	-1	2	-2	0.0	-103
C=C(C)C(=O)Nc1ccc2nn(-c3ccccc3O)nc2c1	-3	-3	8	-4	-5	1	1	-7	0.2	3
Cc1cc(N2CCCC2=O)cc(C)c1CN1C(=O)c2ccccc2C1=O	2	0	9	-2	-3	-7	1	0	-0.2	1
NC(=O)c1ncn([C@@H]2O[C@H](CNCc3cc(Br)ccc3OCc3ccccc3)[C@@H](O)[C@H]2O)n1	3	-1	11	-5	4	6	-3	3	0.3	4
CCCCn1c(N)c(N(CC(C)C)C(=O)CSc2n[nH]c(-c3ccc(C)cc3)n2)c(=O)[nH]c1=O	2	2	2	-5	-2	1	-1	-5	-0.2	3
CCCCOC(=O)C1=C(C)NC(=O)NC1c1ccccc1 (centres undefined)	0	-2	1	6	2	1	9	2	-0.3	0
Cc1cccc(N(C)C(=O)COc2cc(=O)n(C)c3ccccc23)c1	1	2	6	-2	16	-7	-3	-3	-0.4	2
COc1ccc(CCNC(=O)c2cc(S(=O)(=O)N3CCCC3)cn2C)cc1OC	1	-2	-4	5	9	-2	5	3	-0.1	2
O=C1Nc2cc(Cl)c(Cl)cc2N(O)N1c1cc(Cl)cc(Cl)c1	0	1	-4	2	6	-9	4	0	-0.4	3
CCNC(=S)N/N=C(\C)c1cccc(C(F)(F)F)c1	3	36*	1	-3	0	8	12	-3	1.7	6
O=CNc1ccc2c(c1)Cc1cccc(NC=O)c1-2	-5	-6	8	8	-9	-3	0	-4	-0.4	3
Cc1[nH]c2ccccc2c1C(=O)COc1ccccc1F	0	-1	-6	0	-7	2	2	-5	0.1	-10
O=C(NCC(=O)N1CCN(C(=O)c2ccco2)CC1)c1cccc(Cl)c1	3	-2	-6	-3	-6	-6	6	-5	-0.1	7
CCCC(=O)Nc1ccc(NC(=O)c2cccs2)cn1	4	0	-7	-3	3	9	-10	5	0.2	4
CCOC(=O)c1cc(C)n(-c2ccc(Cl)cc2)c1C	1	2	1	2	14	1	-2	-6	0.5	-15
COC(=O)CC1c2cc(OC)c(OC)cc2CC(=O)c2cc(OC)c(OC)cc21 (centres undefined)	-15	-2	-6	-1	8	6	2	-15	1.9	-4
C=CCn1c(Cc2csc(N)n2)nnc1SCC(=O)Nc1ccccc1C(F)(F)F	-1	5	0	3	0	1	-2	-2	0.1	4
CCN(CC)c1ccc(S(=O)(=O)N2CCOCC2)cc1NC(=O)COC(=O)c1cccnc1SC	-1	2	4	-3	-8	3	4	-2	-0.4	-2
COc1ccc(S(=O)(=O)N2CCOCC2)cc1Cl	1	-2	1	1	-2	0	2	2	-0.5	-3
O=C(NC1CCCC1)c1cccc(S(=O)(=O)Nc2ccccc2F)c1	1	-1	-6	1	9	0	-3	-3	-0.3	4
CCOC(=O)CSc1nnc(-c2ccc3ncccc3c2)n1C	2	-2	2	-2	1	11	6	-4	0.5	2
C[C@@H]1CN([C@@H](C)CO)C(=O)CCCn2cc(nn2)CO[C@H]1CN(C)C(=O)c1ccccc1	0	-4	2	-3	5	5	6	0	0.3	3
COc1cc(C(=O)Nc2ccc3nc(N4CCOCC4)sc3c2)cc(OC)c1OC	-11	1	18	0	8	-7	3	-21	0.3	-7
COc1ccc(C(c2nnnn2Cc2ccccc2)N2CCN(C(=O)c3ccco3)CC2)cc1 (centres undefined)	0	4	3	-7	-1	-10	0	4	0.0	-8
CN(C(=O)COC(=O)c1ccc(Cl)cc1N)C1CCCCC1	-28	12	-3	-3	6	0	3	-35	0.8	-5
Cc1ccccc1-n1c(-c2ccc(Br)o2)n[nH]c1=S	-2	3	0	3	2	1	-2	-7	0.1	16
CC(=O)N1CCN(C(=O)c2ccc(S(=O)(=O)Nc3cccc(C(F)(F)F)c3)cc2)CC1	1	1	9	-1	4	0	4	-1	-0.1	3
COc1ccc(CCNC(=O)C2CCN(S(=O)(=O)c3cccc4nsnc34)CC2)cc1OC	2	-1	-5	2	3	8	2	2	0.4	0
COc1ccc(NC(=O)CCCOc2ccc(C(C)=O)cc2)cc1S(=O)(=O)N1CCCCC1	3	-1	-10	2	8	6	1	4	0.4	-12
CCOC(=O)/C(C#N)=C/c1c(N2CCN(c3cccc(Cl)c3)CC2)nc2c(C)cccn2c1=O	-3	-2	-4	-2	1	0	2	-5	-0.1	0
C=CCOc1c(CNc2nccs2)cccc1OCC	-1	-3	-5	0	-5	-6	-2	0	0.1	2
